Bioassay records from PubChem.
Hsp70 inhibitors – Hsp70 inhibitors, probe displacement, primary screen, biochemical, fluorescence polarization (AID 583); Hsp70 fluorescence polarization probe displacement, mP; higher % means a stronger effect; one-dose displacement, % at 20 µM; IC50 in µM for titrated hits; hit rate 0.06% among 140,000; in the data active means displacement above about 50%;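 further: plate controls were vehicle for no effect and reference ligand for full effect; a part of the inactive calls stands beside numbers as strong as those of hits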
Rat MKP-3 inhibitors – MKP-3 phosphatase inhibitors, primary screen, biochemical, rat enzyme, in vitro (AID 425); Dual specificity protein phosphatase 6 (Rattus norvegicus); recombinant MKP-3 phosphatase activity, fluorescence; higher % means a stronger effect; inhibition, % at 20 µM; hits with a dose series show IC50 in µM; hit rate 0.17% among 110,000; in the data active means inhibition above about 50%;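 further: plate controls were vehicle for no effect and reference inhibitor for full effect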
* = called active by the depositor; nt = no result given; & = joins results of further samples. A portion of the library. The share of hits here may be higher or lower than overall.

A first look:
Each structure is followed by: Hsp70 inhibitors	Rat MKP-3 inhibitors
- CN(C)CCNC(=O)c1cc2c(=O)n(C)c3ccccc3c2n1C
 : 2.0%	0%
- O=C(Cn1cnc2c(nnn2Cc2ccccc2)c1=O)c1ccccc1
 : -0.1%	1%
- O=C(c1ccco1)N1CCN(c2nc(C3CC3)nc3sc4c(c23)CCCC4)CC1
 : 4.5%	-6%
- Cc1ccc(C(=O)CSc2n[nH]c(C)n2)cc1
 : -0.3%	-2%

Results, from the first entry:
Each structure is followed by: Hsp70 inhibitors	Rat MKP-3 inhibitors
- CN(C)CCNC(=O)c1cc2c(=O)n(C)c3ccccc3c2n1C
 : 2.0%	0%
- O=C(Cn1cnc2c(nnn2Cc2ccccc2)c1=O)c1ccccc1
 : -0.1%	1%
- O=C(c1ccco1)N1CCN(c2nc(C3CC3)nc3sc4c(c23)CCCC4)CC1
 : 4.5%	-6%
- Cc1ccc(C(=O)CSc2n[nH]c(C)n2)cc1
 : -0.3%	-2%
- COc1ccc2c(c1)c1c3n2CCN(C)C3=NCC1
 : -6.1%	-4%
- Cc1nn(C)c(C)c1NS(=O)(=O)c1ccccc1
 : -4.3%	1%
- NC(=O)C1CCCN(C(=O)c2ccc(Cl)cc2)C1 (centres undefined)
 : -0.2%	-2%
- O=C(O)CCc1ccc(-c2ccccc2)o1
 : -2.3%	2%
- Cc1cc(NC(=O)COC(=O)C(Cc2ccccc2)NC(=O)c2ccco2)no1 (centres undefined)
 : 7.4%	-12%
- Nc1ccccc1NC(=O)c1ccccc1
 : 3.7%	-6%
- NC(=O)c1cccc(NC(=O)c2ccc(-c3ccccc3)cc2)c1
 : 0.0%	-1%
- Cc1ccc(S(=O)(=O)Nc2c(C)cc(O)c(Br)c2C)cc1
 : 5.7%	0%
- Oc1c(Br)cc(Cl)cc1/C=N/Nc1nnc2c(n1)[nH]c1ccccc12
 : 1.5%	1%
- Cc1ccccc1-c1cc2nc(C)c(Cl)c(=O)n2[nH]1
 : 0.9%	2%
- O=C(Nc1ccc2c(c1)OCO2)c1cnn2c(C(F)(F)F)cc(-c3cccs3)nc12
 : -1.9%	5%
- O=C(Oc1ccc2ccc(OC(=O)N3CCOCC3)cc2c1)N1CCOCC1
 : 0.5%	-8%
- COc1ccc(CCNC(=O)COc2ccccc2C)cc1OC
 : -3.9%	0%
- CCOC(=O)c1c(-c2ccc(OC)cc2)nc2nonc2c1N
 : -5.9%	-6%
- Cc1ccc(OCCn2c(C)c(/C=N/n3cnnc3)c3ccccc32)cc1
 : 1.3%	-4%
- CN1C(=O)N(C)C2CC1N(C)C(=O)N2C
 : nt	-2%
- O=c1nc(/C=C/c2cccn2-c2ccc([N+](=O)[O-])cc2)cc(C(F)(F)F)[nH]1
 : -14%	8%
- O=C(NCCc1ccccc1)C1CCCN1S(=O)(=O)c1ccc(F)cc1 (centres undefined)
 : 4.5%	nt
- Cc1ccc(C=C2C(=O)N(C)C(=S)N(c3ccccc3)C2=O)s1
 : -1.3%	2%
- CC(C)C(c1nnnn1Cc1ccccc1)N(CCCO)Cc1cc2cc3c(cc2[nH]c1=O)OCO3 (centres undefined)
 : 10%	-8%
- Cc1c(C(=O)OC(C)C)sc(NC(=O)C(C)(C)C)c1C(=O)OC(C)C
 : -0.8%	2%
- O=C(Nc1ccncc1)c1cc2c(ccc3ccccc32)oc1=O
 : -2.3%	5%
- COc1ccc(OC)c(C(c2nnnn2C(C)(C)C)N2CCc3ccccc3C2)c1 (centres undefined)
 : -3.0%	-5%
- CCC(C)c1ccc(O)c(N)c1 (centres undefined)
 : -3.6%	-4%
- CCc1ccc(N2NC(=O)/C(=C/c3ccc(N4CCOCC4)cc3)C2=O)cc1
 : -1.3%	2%
- COc1ccc(C2C(C(=O)OCC3CCCO3)=C(C)NC3=C2C(=O)CC(C)(C)C3)c(OC)c1OC (centres undefined)
 : -4.7%	3%

Continued:
Each structure is followed by: Hsp70 inhibitors	Rat MKP-3 inhibitors
- COc1ccc(CNC(=O)CCn2cccc2)cc1
 : -3.7%	nt
- COc1ccc(C2CC(C(F)(F)F)n3nc(C(=O)Nc4ccccc4SC)c(Cl)c3N2)cc1 (centres undefined)
 : -5.1%	0%
- NC(=O)CN1CCOCCOCCN(CC(N)=O)CCOCC1
 : 0.7%	nt
- Nc1ccc(C(=O)Nc2ccccc2C(=O)O)cc1
 : 3.3%&1.2%	-1%
- O=C(CC1S/C(=N\N=C\c2cccc(O)c2)NC1=O)Nc1ccccc1C(F)(F)F (centres undefined)
 : -4.3%	8%
- COc1ccc(Br)cc1/C=C/C(=O)NCc1ccccc1
 : 1.6%	2%
- CCOc1ccc(CCNC(=O)C(CC)n2nc(C)n3c(cc4sccc43)c2=O)cc1OCC (centres undefined)
 : 2.7%	5%
- O=C(N/N=C/c1sc2ccccc2c1Cl)c1ccncc1
 : 0.4%	-1%
- Cc1csc(NC(=O)c2cc3c(s2)CCCC3)n1
 : 5.1%	nt
- C=CCOc1ccc(/C=C2\C(=O)NC(=O)N(c3ccc(Cl)cc3)C2=O)cc1OC
 : -9.9%	1%
- COc1ccccc1C(=O)OCn1nnc2ccccc2c1=O
 : nt	-3%
- CCc1ccc2oc(-c3cc(N)cc(C)c3O)nc2c1
 : -1.4%	-5%
- O=C(NCC1CCN(c2ccc(S(=O)(=O)N3CCOCC3)cc2)CC1)c1cccc(Cl)c1
 : -0.1%	nt
- COc1ccc(OC)c(NC(=O)c2ccc3c(c2)C(=O)N(c2cccc([N+](=O)[O-])c2)C3=O)c1
 : -3.9%	3%
- O=C(O)CC1S/C(=N\N=C\c2ccc(N3CCOCC3)cc2)NC1=O (centres undefined)
 : -0.9%	3%
- CC(C)c1nc(=S)n(-c2ccccc2)[nH]1
 : 6.0%	-2%
- COc1ccc(NC(=O)c2cccc([N+](=O)[O-])c2C)c(OC)c1
 : 0.4%	0%
- CCn1c(=NC(=O)CSC(C)=O)sc2ccccc21
 : nt	13%
- C/C(=N/Oc1nc(C)cc(C)n1)c1ccc(F)cc1
 : 1.5%	nt
- CC(=O)N(CN1C(=O)c2ccccc2C1=O)c1cccc(C)c1
 : 0.8%	4%
- O=S(=O)(c1cccc(C(F)(F)F)c1)N1CCC(O)(c2cccnc2)CC1
 : -3.0%	1%
- O=C(c1cccc(F)c1)N1CCN(C(=O)c2cccs2)CC1
 : -2.7%	3%
- CC(=O)c1ccc(NC(=O)Cc2ccc(Br)cc2)cc1
 : 2.8%	5%
- CC(=O)C1=C(O)C(=O)N(Cc2ccccc2)C1c1ccccc1F (centres undefined)
 : -2.7%	nt
- CN1CCN(C2=C(Cl)C(=O)N(c3ccc(Cl)c(Cl)c3)C2=O)CC1
 : 4.7%	5%
- CN1CCCN(C(=O)c2cc(=O)[nH]c3ccccc23)c2nc3ccccc3nc21
 : -1.5%	-5%
- Cn1c(=O)[nH]c(=O)c2c1nc(N1CCCC1)n2CCCSc1nc2ccccc2o1
 : 1.1%	-4%
- COc1ccccc1-c1c(C)nn2c(C)cc(C)nc12
 : -3.6%	-9%
- CCn1c(SCC(=O)Nc2ccc(OC)c(OC)c2)nnc1-c1cccs1
 : 2.5%	-6%
- COc1ccc(S(=O)(=O)N2CCN(Cc3c[nH]c4ccccc34)CC2)cc1
 : -7.2%	-17%

Next section.
Each structure is followed by: Hsp70 inhibitors	Rat MKP-3 inhibitors
- Nc1c2c(nc3ccn(-c4ccccc4)c(=O)c13)CCCCC2
 : 3.9%	-10%
- O=C(CC(CC(=O)c1ccccc1)C(=O)O)c1ccccc1
 : 3.3%	-8%
- CC(C)(C)n1nnnc1C(c1cccnc1)N(Cc1ccccc1)Cc1cccs1 (centres undefined)
 : 0.7%	nt
- Cn1c(=O)n(C)c2cc(C(=O)c3ccccc3)ccc21
 : 8.4%	13%
- O=[N+]([O-])c1cccc2c1=C1C(Cl)=CC=C1C=2
 : 0.1%	-3%
- Cc1ccc(N2C(=O)CC(N3CCN(C4CCc5ccccc5C4)CC3)C2=O)cc1 (centres undefined)
 : -2.8%	-3%
- Cc1nc(/N=C(\N)Nc2ccccc2)nc2ccccc12
 : -1.4%	-9%
- COC(C(=O)Nc1cccc(F)c1)c1ccccc1 (centres undefined)
 : -1.7%	1%
- CCCOc1ccc(N2CC(C(=O)NC(C)C)CC2=O)cc1 (centres undefined)
 : 14%	4%
- COCCNS(=O)(=O)c1cc(Br)ccc1OC
 : 4.1%	nt
- CC(=O)Nc1ccccc1NC(=O)c1ccccc1Br
 : -2.4%	0%
- O=C(c1cc2n(n1)C(C(F)(F)F)CC(c1ccc(Cl)cc1)N2)N1CCN(c2ccccc2)CC1 (centres undefined)
 : -2.5%	1%
- Cc1ccccc1COc1ccc2oc(C)c(C(=O)O)c2c1
 : -3.5%	3%
- O=C1Nc2ccccc2/C1=N\N1CCN(c2ccccc2)CC1
 : 0.4%	-1%
- COc1ccc(N(CC(=O)Nc2ccc(I)cc2)S(=O)(=O)c2ccc(C)cc2)c(OC)c1
 : 0.2%	5%
- CC(=O)Nc1ccc(SCC(=O)OCC(=O)NC(=O)NCc2ccco2)cc1
 : -3.0%	-4%
- CC(=O)Nc1ccc(S(=O)(=O)Nc2nc3ccccc3s2)cc1
 : -1.7%	nt
- CCCCC[C@H](O)/C=C/[C@@H]1[C@@H](CCCCCCC(=O)O)[C@@H](O)C[C@H]1O
 : 2.7%	-3%
- Cc1ccc2[nH]c(O)c(N=Nc3ccc([N+](=O)[O-])cc3)c2c1
 : -0.4%	-2%
- CCCNC(=O)c1ccccc1NC(=O)COc1ccc(OC)cc1
 : -1.4%	nt
- CC(C)(C)CC(C)(C)NS(=O)(=O)c1ccc([N+](=O)[O-])cc1
 : -0.5%	-1%
- CCOc1ccccc1N(CC(N)=O)S(=O)(=O)c1ccccc1
 : -7.6%	2%
- O=C(Oc1ccc(N(Cc2cccs2)C2=NS(=O)(=O)c3ccccc32)cc1)c1ccccc1Cl
 : -4.0%	nt
- CCc1ccc(NC(=O)c2ccc(-c3ccccc3)cc2)cc1
 : -2.4%	-3%
- CC(=O)C1(C)CC(C#N)(C#N)C(C#N)=C1N (centres undefined)
 : -5.3%	3%
- c1cc(-c2nc3cc(Oc4ccc5oc(-c6ccncc6)nc5c4)ccc3o2)ccn1
 : 2.9%	6%
- COc1cccc(C2CC(c3cccc(OC)c3)n3nc(N)nc3N2)c1 (centres undefined)
 : 2.9%	-2%
- COC(=O)CSc1nnc(-c2ccc(NS(=O)(=O)c3ccccc3)cc2)o1
 : 12%	-11%
- O=S(=O)(NCC1OCCc2ccccc21)c1ccccc1 (centres undefined)
 : -5.0%	nt
- c1cc(-c2nc3ccccc3o2)nc(-c2nc3ccccc3o2)c1
 : 15%	6%

The results go on.
Each structure is followed by: Hsp70 inhibitors	Rat MKP-3 inhibitors
- Cc1c(Cl)c(C(F)(F)F)nn1CC(=O)N1CCN(c2ccc(F)cc2)CC1
 : -6.6%	0%
- O=C(O)c1cccc(COc2ccc(C=C3C(=O)c4ccccc4C3=O)cc2)c1
 : 9.0%	5%
- Cc1occc1C(=O)Nc1ccccc1NC(=O)c1ccoc1C
 : 5.0%	-6%
- O=C(NN1C(=O)C2CC=CCC2C1=O)c1ccncc1 (centres undefined)
 : -6.9%	1%
- CCOc1ccc2nnc(-c3ccc(Br)cc3)n2n1
 : -5.0%	nt
- C[C@]12C[C@H](O)[C@H]3[C@@H](CCC4=CC(=O)CC[C@@]43C)[C@@H]1CC[C@@H]2C(=O)CO
 : 1.4%	-5%
- COc1cccc(Oc2nc(N)[nH]c(=O)c2Br)c1
 : 0.7%	-2%
- CNC(=O)CN(c1cccc2ccccc12)S(C)(=O)=O
 : 1.1%	-12%
- COc1cc([C@@H]2[C@H]3CNCC=C3C(C#N)=C(N)C2(C#N)C#N)ccc1OC(C)C
 : -19%	-2%
- COC(=O)C(NC(C)=O)(Nc1ccc(Br)cc1)C(=O)OC
 : -0.7%	11%
- Cc1ccc(S(=O)(=O)NCC(=O)N(CC(=O)NC2CCCCC2)Cc2ccco2)cc1
 : 3.1%	-11%
- NCCc1cnc[nH]1
 : -1.0%	nt
- COc1cc(OC)cc(C(=O)Nc2c[nH]c(=O)[nH]c2=O)c1
 : 0.4%	1%
- Cc1c(Cc2ccccc2)c(NCCN(C)C)n2c(nc3ccccc32)c1C#N
 : -5.0%	3%
- COc1ccc(NC(=O)c2cc3n(n2)C(C(F)(F)F)CC(c2ccc(Cl)c(Cl)c2)N3)c(OC)c1 (centres undefined)
 : -3.3%	-4%
- Cn1cccc1CN1CCN(C2CCCCC2)CC1
 : -1.0%	12%
- O=C(Cn1cnc2ccccc2c1=O)N(Cc1ccco1)c1ccc(O)cc1
 : -1.5%	2%
- COCc1[nH]nc2c1C1(C(=O)Nc3ccc(F)cc31)C(C#N)=C(N)O2 (centres undefined)
 : 7.4%	-4%
- COc1ccc(N=C2C(=Nc3ccc(OC)cc3)N(c3ccccc3)C(=S)N2C(=O)c2ccc(Cl)cc2)cc1
 : 3.3%	nt
- Cc1oc(-c2ccccc2)cc1C(=O)Nc1ccc2ccccc2c1
 : -1.0%	nt
- Cc1ccc(C)c(SCC(=O)OCC(=O)Nc2ccc(S(=O)(=O)N3CCOCC3)cc2)c1
 : 0.2%	-12%

Five of the compounds above, in markdown:
| mol | Hsp70 inhibitors | Rat MKP-3 inhibitors |
| --- | --- | --- |
| Cn1cccc1CN1CCN(C2CCCCC2)CC1 | -1.0% | 12% |
| O=C(Cn1cnc2ccccc2c1=O)N(Cc1ccco1)c1ccc(O)cc1 | -1.5% | 2% |
| COCc1[nH]nc2c1C1(C(=O)Nc3ccc(F)cc31)C(C#N)=C(N)O2 (centres undefined) | 7.4% | -4% |
| COc1ccc(N=C2C(=Nc3ccc(OC)cc3)N(c3ccccc3)C(=S)N2C(=O)c2ccc(Cl)cc2)cc1 | 3.3% | nt |
| Cc1oc(-c2ccccc2)cc1C(=O)Nc1ccc2ccccc2c1 | -1.0% | nt |
